pAkt inh: Akt phosphorylation inhibition; Neuro2A IGF-stimulated pAkt S473 HTRF, 20 min; active compounds read low; activity change, % for hits at 50 µM; 360,000 compounds, 0.32% hits; in the data active = activity change below about -80%; inconclusive = mostly about -51% to -80%; also: % is scaled to controls: 0 for no effect and ±100 for the full control effect
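Single-point screen (50 µM final compound) in Neuro2A cells stimulated 20 min with 6 nM IGF at 37 deg C. After lysis, Ser473-phosphorylated Akt read by HTRF (ex 330 nm, em 615/665 nm) as the 665/615 ratio.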
CCT modulator: modulators of cytosolic chaperonin (CCT/TRiC) activity; activity change, % (concentration not given with the values), hits read low; purified chaperonin ATPase assay, HTRF ADP detection, 30 min; 360,000 compounds, 0.3% hits; in the data active = activity change below about -30%; also: % is scaled to controls: 0 for no effect and ±100 for the full control effect
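ATPase activity: ADP formed was measured by HTRF Transcreener (665/615 nm ratio) after 30 min at 37 deg C with 10 uM ATP. Compounds screened at one 76 uM concentration against 40 or 20 nM TRiC in Tris pH 7.4/KCl/MgCl2/DTT buffer.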
MmCpn inh: M. maripaludis TRiC chaperonin inhibition | 330,000 compounds, 0.031% hits | AID 504842 | Potency, µM (highest dose often 76.9 µM), inactives show at the top dose activity, negative = inhibition, usual class: inhibitors | purified Mm-Cpn ATPase, ADP Transcreener TR-FRET; also: potency is read from the fitted curve at half-maximal effect; % is scaled to controls: 0 for no effect and ±100 for the full control effect; nearly all actives have a fitted effect of over 80% in size
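Purified archaeal Mm-CPN (25nM final) preincubated 10 min at 37degC with compound, then 10uM ATP for 30 min at 37degC; ADP measured by HTRF Transcreener TR-FRET; buffer 30 mM TRIS pH 7.4, 100mM KCl, 5mM MgCl2, 1mM DTT.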
TGFb inhibitor: inhibitors of TGF-b signaling | HepG2 CAGA-GFP TGF-b/SMAD3 reporter, GFP fluorescence, 18 h; TGF-beta stimulated, 500 pg/mL final | Potency, µM (highest dose often 46.1 µM), inactives show top-dose activity, negative = inhibition, actives largely listed as inhibitors | 410,000 compounds, 1.2% hits; also: potency is read from the fitted curve at half-maximal effect; % is scaled to controls: 0 for no effect and ±100 for the full control effect; nearly all actives have a fitted effect of over 65% in size
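Per well, imaged GFP fluorescence of HEPG2 CAGA-GFP cells gives the signal; cells get compound, then TGF-beta (500 pg/mL final), 18 h at 37 degrees C; %Activity versus -TGF-beta and +DMSO controls.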
A549 tox: A549 cytotoxicity, counter-screen for Nrf2 inhibitors; AID 504648; Potency, µM (top dose mostly 46 µM), without a hit: at the top dose activity change, negative = cytotoxicity, most hits filed as inhibitors; 390,000 compounds, 0.16% hits; A549 ARE-Fluc cells, CellTiter-Fluor viability, 18-24 h; also: potency is read from the fitted curve at half-maximal effect; % is scaled to controls: 0 for no effect and ±100 for the full control effect
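Cytotoxicity counterscreen: CellTiter-Fluor fluorescence was measured in A549 ARE_Fluc cells after 18-24 h of compound exposure in a concentration series. The subsequent BugLite luminescent read reports ARE-luciferase activity.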
Nrf2 activator: activators of Nrf2 (ARE) signaling. AREc32 ARE-luciferase reporter (MCF7-derived line), luminescence, 24 h. Potency, µM (doses to about 46.1 µM), without a hit: at the highest dose activation, usual class: activators. 410,000 compounds, 0.31% hits; also: potency is read from the fitted curve at half-maximal effect; % of control where 0% means no effect; nearly all actives have a fitted effect of over 65% in size
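Quantitative high-throughput format: AREc32 reporter cells, 1000 per well, received compound by pin transfer and were incubated 24 hr at 37 deg C, 5% CO2, before Steady-Glo luminescence detection.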
EPAC2 ag: EPAC2 (human) agonism | 360,000 compounds, 0.079% hits | EPAC2 activation, biochemical qHTS; response scale: 100% = 6.5 mM cAMP response | Potency, µM (highest dose often 154 µM), inactives show top-dose activation, actives largely listed as activators; also: potency is read from the fitted curve at half-maximal effect; nearly all actives have a fitted effect of over 50% in size
Target sequence (Q8WZA2 whole entry, looked up): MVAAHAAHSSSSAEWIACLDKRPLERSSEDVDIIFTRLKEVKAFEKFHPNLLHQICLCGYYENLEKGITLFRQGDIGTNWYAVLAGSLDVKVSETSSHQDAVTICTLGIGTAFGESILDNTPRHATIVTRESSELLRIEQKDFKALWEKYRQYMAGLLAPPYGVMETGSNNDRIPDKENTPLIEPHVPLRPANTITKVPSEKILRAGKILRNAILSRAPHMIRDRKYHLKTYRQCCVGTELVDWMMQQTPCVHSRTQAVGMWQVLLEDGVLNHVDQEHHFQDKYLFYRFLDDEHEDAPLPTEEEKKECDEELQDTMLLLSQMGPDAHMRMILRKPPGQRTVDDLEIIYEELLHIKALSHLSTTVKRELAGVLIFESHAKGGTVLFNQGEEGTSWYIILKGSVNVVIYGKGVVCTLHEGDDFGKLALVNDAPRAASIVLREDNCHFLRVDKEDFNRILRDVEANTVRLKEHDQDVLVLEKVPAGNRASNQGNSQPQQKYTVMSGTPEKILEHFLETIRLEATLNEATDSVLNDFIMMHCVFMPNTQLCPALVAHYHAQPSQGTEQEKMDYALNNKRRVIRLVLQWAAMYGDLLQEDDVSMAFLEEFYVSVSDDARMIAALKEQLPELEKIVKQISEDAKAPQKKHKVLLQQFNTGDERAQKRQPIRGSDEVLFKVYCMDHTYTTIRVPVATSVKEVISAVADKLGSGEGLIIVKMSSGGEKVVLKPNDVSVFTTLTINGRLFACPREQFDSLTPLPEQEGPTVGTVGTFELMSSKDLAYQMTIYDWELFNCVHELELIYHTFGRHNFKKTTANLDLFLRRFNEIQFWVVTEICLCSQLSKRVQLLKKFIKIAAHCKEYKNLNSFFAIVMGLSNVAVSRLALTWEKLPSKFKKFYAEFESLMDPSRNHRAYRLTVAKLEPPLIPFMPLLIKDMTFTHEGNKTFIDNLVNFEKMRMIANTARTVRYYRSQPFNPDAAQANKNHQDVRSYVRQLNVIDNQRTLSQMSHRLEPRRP
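Guanine nucleotide exchange by EPAC2 is measured as reduced fluorescence of BODIPY-GDP once it is released from 250 nM Rap1B. Plates are read kinetically for 30 min at room temperature; results are scaled to 6.5 mM cAMP.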
Nrf2 inh: inhibitors of Nrf2 signaling. A549 ARE-Fluc reporter, luciferase luminescence, 18-24 h. Potency, µM (highest dose often 46 µM), for the others: at the highest dose activity change, negative = inhibition, most hits filed as inhibitors. 360,000 compounds, 2.1% hits. AID 504444; also: potency is read from the fitted curve at half-maximal effect; % is scaled to controls: 0 for no effect and ±100 for the full control effect; nearly all actives have a fitted effect of over 60% in size
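Reporter: ARE-Fluc in A549. Exposure: 18-24 h, 37 °C, 5% CO2, 5% FBS OPTI-MEM. Readouts: fluorescent cytotoxicity (CellTiter-Fluor), then luminescent Nrf2 signal after BugLite.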
EPAC2 antag: antagonists of human EPAC2. Q8WZA2. EPAC2 GEF exchange of Rap1B-BODIPY-GDP, fluorescence. Potency, µM (doses to about 114 µM), without a hit: at the highest dose activity, negative = inhibition, actives largely listed as inhibitors. 360,000 compounds, 0.18% hits; also: potency is read from the fitted curve at half-maximal effect; % is scaled to controls: 0 for no effect and ±100 for the full control effect; nearly all actives have a fitted effect of over 45% in size; many of its hits are not listed in these tables
An asterisk follows results filed as active; & = joins results of further samples; [ ] = another dose, or the depositor's remark. Unless noted, calls follow the shape of the dose curve; as a rule, active = well fitted curve in the direction sought with a large enough effect; inconclusive = small, poorly fitted or top-dose-only effect, or another doubt; inactive = no such curve, though single readings can be large; an effect the other way counts as inactive or inconclusive. Only part of the results is shown; the hit share may differ from the screen's.

For O=C(Nc1ccccc1Cl)c1cc(C2CCCN(S(=O)(=O)c3cccs3)C2)on1 (stereo not given) the results were pAkt inh inactive, CCT modulator -1.1, TGFb inhibitor inconclusive, Nrf2 activator -0.1%, EPAC2 ag 9.7% and EPAC2 antag -2.8%.
For CCOC(=O)C1=C(COC(=O)c2cccs2)NC(=O)NC1C (stereo not given) the results were pAkt inh inactive, CCT modulator -0.6, MmCpn inh 0.2%, TGFb inhibitor 0.0%, A549 tox -5.3%, Nrf2 activator -0.1%, EPAC2 ag -7.1%, Nrf2 inh 8.5% and EPAC2 antag 3.0%.
Cc1cc(=O)n2[nH]c(NC(=O)c3cccc(Cl)c3)nc2n1 was read as TGFb inhibitor 0.0%, A549 tox -0.7%, Nrf2 activator 0.0% and Nrf2 inh -11.3%.
Screening CCOc1cc(OCC)cc(C(=O)Nc2cccnc2)c1 returned pAkt inh inactive, CCT modulator -0.5, MmCpn inh -4.3%, TGFb inhibitor -0.5%, A549 tox 0.0%[1.84 µM], Nrf2 activator 0.0%, EPAC2 ag 5.2%, Nrf2 inh 0.2% and EPAC2 antag 3.7%.
For COC(=O)CC1=NC(=O)CS1 the results were pAkt inh inactive, CCT modulator -1.3, MmCpn inh 0.8%, TGFb inhibitor 0.0%, A549 tox 4.8%, Nrf2 activator -0.1%, EPAC2 ag 0.7%, Nrf2 inh 8.4% and EPAC2 antag -1.7%.
`N/C(=N\OC(=O)c1cccc([N+](=O)[O-])c1)c1cccnc1` gave pAkt inh inactive, CCT modulator 0.1, MmCpn inh -1.6%, TGFb inhibitor 23.9%, A549 tox 2.2%, Nrf2 activator 12.3%, EPAC2 ag 5.0%, Nrf2 inh inconclusive and EPAC2 antag -0.1%.
Cc1cc(C(=O)Nc2ccon2)cs1 was read as pAkt inh inactive, CCT modulator 1.5, MmCpn inh 3.3%, TGFb inhibitor 0.3%, A549 tox 11.8%, Nrf2 activator 13.7%, EPAC2 ag 2.4%, Nrf2 inh 4.9% and EPAC2 antag 15.3%.
Screening O=C(COC(=O)c1ccc(F)cc1F)NCCNC(=O)COC(=O)c1ccc(F)cc1F returned pAkt inh inactive, CCT modulator -0.5, MmCpn inh -3.3%, TGFb inhibitor 51.3%[activator], A549 tox -1.1%, Nrf2 activator -0.4%, EPAC2 ag 9.4%, Nrf2 inh 1.1% and EPAC2 antag 2.1%.
For O=C(OCC(=O)c1c[nH]c2ccccc12)c1cc(S(=O)(=O)N2CCOCC2)ccc1F the results were pAkt inh inactive, CCT modulator -1.0, MmCpn inh -16.0%, TGFb inhibitor -4.9%, A549 tox -3.7%, Nrf2 activator -0.1%, EPAC2 ag 5.3%, Nrf2 inh 9.7% and EPAC2 antag 7.4%.
Screening O=C(OCC(=O)N1CCN(C(=O)c2ccco2)CC1)c1cc(-c2cccc(Br)c2)nc2ccccc12 returned pAkt inh inactive, CCT modulator 1.5, MmCpn inh -22.5%, TGFb inhibitor -18.8%, A549 tox -2.6%, Nrf2 activator 3.0%, EPAC2 ag -3.2%, Nrf2 inh inconclusive and EPAC2 antag -0.9%.
`Cc1ccc(CNC(=O)CCCn2c(=O)[nH]c3ccccc3c2=O)cc1` gave pAkt inh inactive, CCT modulator -1.0, MmCpn inh 0.9%, TGFb inhibitor 9.4%, A549 tox -1.9%, Nrf2 activator -0.4%, EPAC2 ag 2.9%, Nrf2 inh 2.4% and EPAC2 antag -0.6%.
For CCN(CC)S(=O)(=O)c1cc(C(=O)OC(C)C(=O)NCc2ccco2)ccc1C (stereo not given) the results were pAkt inh inactive, CCT modulator -8.1, MmCpn inh inconclusive, TGFb inhibitor 1.7%, A549 tox 0.3%, Nrf2 activator inconclusive, EPAC2 ag 2.2%, Nrf2 inh -1.4% and EPAC2 antag -6.0%.
`O=C(Nc1ncc(Cc2cccc(Cl)c2Cl)s1)C1CCCO1` (stereo not given) gave pAkt inh inactive, CCT modulator -1.1, MmCpn inh 1.7%, TGFb inhibitor -23.3%, A549 tox 2.0%, Nrf2 activator 9.2%, EPAC2 ag -0.2%, Nrf2 inh 22.8% and EPAC2 antag 15.1%.
`O=C(NCCc1ccc(Cl)cc1)c1nnc(Cc2ccc(Cl)cc2Cl)o1` gave TGFb inhibitor -8.2%, A549 tox 1.6%, Nrf2 activator 0.6% and Nrf2 inh 8.8%.
Screening CCc1ccc(N(CC(=O)Nc2ccccc2C(=O)N2CCCC2)S(C)(=O)=O)cc1 returned pAkt inh inactive, CCT modulator -0.4, MmCpn inh 0.6%, TGFb inhibitor 0.0%, A549 tox 4.2%, Nrf2 activator -0.5%, EPAC2 ag 13.3%, Nrf2 inh -10.6% and EPAC2 antag -1.5%.
Cc1ccc(NC(=O)c2ccccc2OCC(=O)Nc2ccccc2F)cc1S(=O)(=O)N(C)C was read as pAkt inh inactive, CCT modulator 0.9, MmCpn inh -9.1%, TGFb inhibitor -1.9%, A549 tox -1.2%, Nrf2 activator -0.8%, EPAC2 ag 8.7%, Nrf2 inh inconclusive and EPAC2 antag -14.9%.
`Cc1cc(C)n2c(SCC(C)C)nnc2n1` gave pAkt inh inactive, CCT modulator -0.7, MmCpn inh -1.1%, TGFb inhibitor 7.0%, A549 tox -10.0%, Nrf2 activator 4.7%, EPAC2 ag 5.1%, Nrf2 inh 16.1% and EPAC2 antag 6.4%.
O=C(Cc1c(Cl)cccc1Cl)OCC(=O)c1ccc[nH]1 was read as pAkt inh inactive, CCT modulator 1.2, TGFb inhibitor -2.0%, Nrf2 activator 0.9%, EPAC2 ag 10.3% and EPAC2 antag -17.7%.
For CCOC(=O)C1=C(c2ccccc2)O/C(=C(\C(=O)OC)C(F)(F)F)S1 the results were pAkt inh inactive, CCT modulator -1.4, MmCpn inh -6.7%, TGFb inhibitor -9.3%, A549 tox -3.6%, Nrf2 activator -0.6%, EPAC2 ag -5.1%, Nrf2 inh -12.4% and EPAC2 antag 3.3%.
CC(C)(C)c1ccc(OCCC(=O)OCC(=O)NC2CCS(=O)(=O)C2)cc1 (stereo not given) was read as pAkt inh inactive, CCT modulator -3.6, MmCpn inh -2.5%, TGFb inhibitor 0.0%, A549 tox -7.0%, Nrf2 activator -0.1%, EPAC2 ag -7.9%, Nrf2 inh 1.7% and EPAC2 antag 3.2%.
CCOc1cccc(NC(=O)C2CC(=O)N(CC)C(=Nc3ccc(F)cc3)S2)c1 (stereo not given) was read as TGFb inhibitor inconclusive, A549 tox -3.6%, Nrf2 activator 3.1% and Nrf2 inh -9.7%.
Screening CCCN1CCc2c(sc3nc(SCC)n(-c4ccc(OC)cc4)c(=O)c23)C1 returned pAkt inh inactive, CCT modulator -1.5, MmCpn inh -5.3%, TGFb inhibitor -10.3%, A549 tox 11.9%, Nrf2 activator 0.5%, EPAC2 ag 3.5%, Nrf2 inh -7.1% and EPAC2 antag 1.1%.
For CCOC(=O)CN1CC23C=CC(O2)C(C(=O)O)C3C1=O (stereo not given) the results were pAkt inh inactive, CCT modulator -3.1, MmCpn inh -1.6%, TGFb inhibitor 4.4%, A549 tox -14.2%, Nrf2 activator 0.3%, EPAC2 ag 4.5%, Nrf2 inh -1.5% and EPAC2 antag 10.2%.
`Cc1ccc(NC(=O)c2sc(C)nc2C)c(C)c1` gave pAkt inh inactive, CCT modulator -0.8, MmCpn inh 2.7%, TGFb inhibitor -1.8%, A549 tox 1.7%, Nrf2 activator 3.9%, EPAC2 ag 4.1%, Nrf2 inh inconclusive and EPAC2 antag 1.3%.
CC(=O)c1ccc(NC(=S)NCC(c2ccco2)N2CCCC2)cc1 (stereo not given) was read as pAkt inh inactive, CCT modulator -2.1, MmCpn inh -0.3%, TGFb inhibitor 1.4%, A549 tox 2.0%, Nrf2 activator -0.8%, EPAC2 ag 9.1%, Nrf2 inh 13.2% and EPAC2 antag -2.1%.
For Cc1c(O)nc(SC2CC(=O)N(c3ccccc3)C2=O)[nH]c1=O (stereo not given) the results were pAkt inh inactive, CCT modulator -0.5, TGFb inhibitor -4.7%, A549 tox -5.5%, Nrf2 activator 3.9%, EPAC2 ag 2.6%, Nrf2 inh -5.2% and EPAC2 antag 0.2%.
For CCCCN(CCCC)CCNC(=O)c1cn(CC)c2ccc(S(=O)(=O)N(C)C3CCCCC3)cc2c1=O the results were pAkt inh inactive, CCT modulator 0.3, MmCpn inh 0.7%, TGFb inhibitor 8.9%&-36.5%, A549 tox inconclusive, Nrf2 activator -1.3%&-0.4%, EPAC2 ag 4.6%, Nrf2 inh -4.3%&16.5% and EPAC2 antag -10.9%.
Screening CSc1ccc(CN2CCSCC2)cc1 returned pAkt inh inactive, CCT modulator -3.7, MmCpn inh -0.5%, TGFb inhibitor 20.7%, A549 tox -3.5%, Nrf2 activator -0.6%, EPAC2 ag 6.7%, Nrf2 inh 7.8% and EPAC2 antag 4.7%.
CCN(Cc1ccccc1)C(=O)c1cc2c(OC)c(OC)c(OC)cc2[nH]1 was read as pAkt inh inactive, CCT modulator 0.4, MmCpn inh -0.8%, TGFb inhibitor 4.1%, A549 tox 2.4%, Nrf2 activator 2.1%, EPAC2 ag 10.9%, Nrf2 inh -9.6% and EPAC2 antag inconclusive.

High-throughput results from PubChem.
